Rev-erbA mod: modulates human Rev-erb alpha binding to DNA | P20393 | Rev-erbα–FITC-DNA binding, fluorescence polarization, 90 min | activity, % at 10 µM | 0.79% of 370,000 active | AID 1259318;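 active = activity above about 14%, limit read from the data; passing the limit was not always enough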;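 also: 0% = DMSO wells with 35 nM protein and 100% = DMSO wells with 750 nM protein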
SMARCA2 activ: activators of SMARCA2 function | MG213 cells, MMTV-luciferase reporter, dexamethasone, overnight | activation, % at 9.1 µM | 1% of 370,000 active; in the data active = activation above about 7.8%;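 also: 0% = vehicle wells and 100% = reference activator wells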
ssDAF12 agonist: S. stercoralis DAF-12 activation, primary screen; HEK293 ssDAF-12/GRIP1 lit1-tk-luc reporter, luminescence; % of 3 µM dafachronic acid response; activation, % at 6.8 µM; 1% of 370,000 active;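 active = activation above the mean over all tested compounds plus 3 SD, cut at about 0.9% in these data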;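 also: 0% = DMSO-only wells and 100% = 3 µM delta7-dafachronic acid wells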
FXN GAA850 act: increases GAA850 frataxin promoter reporter activity. activation, % at 6 µM. HEK293 lucGAA850 FXN promoter luciferase reporter, 24 h; percent of 10 µM SAHA response. AID 540364. 0.56% of 360,000 active;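 active = activation above the average of all compounds screened plus 3 SD, cutoff fixed separately per campaign, cut at about 7.5% in these data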;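 also: 0% = DMSO wells and 100% = 10 µM SAHA wells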
PG9 Ab binder: PG9 antibody binding by small molecule | TR-FRET gp120-PG9 antibody binding | inhibition, % at 6.7 µM | 0.43% of 360,000 active | AID 624416; in the data active = inhibition above about 8.5%
DAX1 inh-1: inhibits human nuclear receptor DAX1 | P51843 | inhibition, % at 6.75 µM | HEK293 Gal4-DAX1 luciferase reporter, luminescence | AID 504766 | 0.99% of 340,000 active;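 active = inhibition above the mean over all tested compounds plus 3 SD, cut at about 4.2% in these data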;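 also: 0% = DAX1-transfected cells with DMSO and 100% = empty-vector control cells with DMSO; inhibition shows as a rise in luminescence from relieved DAX1 repression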
PLCb3 inh: inhibitors of human phospholipase C beta3; Q01970; inhibition, % at 12.2 µM; AID 720704; 0.18% of 370,000 active; Purified PLC-beta3, fluorogenic substrate, fluorescence; in the data active = inhibition above about 11%;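 also: 0% = median of compound wells on plate and 100% = full blocker control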
Target sequence (Q01970 whole entry, looked up): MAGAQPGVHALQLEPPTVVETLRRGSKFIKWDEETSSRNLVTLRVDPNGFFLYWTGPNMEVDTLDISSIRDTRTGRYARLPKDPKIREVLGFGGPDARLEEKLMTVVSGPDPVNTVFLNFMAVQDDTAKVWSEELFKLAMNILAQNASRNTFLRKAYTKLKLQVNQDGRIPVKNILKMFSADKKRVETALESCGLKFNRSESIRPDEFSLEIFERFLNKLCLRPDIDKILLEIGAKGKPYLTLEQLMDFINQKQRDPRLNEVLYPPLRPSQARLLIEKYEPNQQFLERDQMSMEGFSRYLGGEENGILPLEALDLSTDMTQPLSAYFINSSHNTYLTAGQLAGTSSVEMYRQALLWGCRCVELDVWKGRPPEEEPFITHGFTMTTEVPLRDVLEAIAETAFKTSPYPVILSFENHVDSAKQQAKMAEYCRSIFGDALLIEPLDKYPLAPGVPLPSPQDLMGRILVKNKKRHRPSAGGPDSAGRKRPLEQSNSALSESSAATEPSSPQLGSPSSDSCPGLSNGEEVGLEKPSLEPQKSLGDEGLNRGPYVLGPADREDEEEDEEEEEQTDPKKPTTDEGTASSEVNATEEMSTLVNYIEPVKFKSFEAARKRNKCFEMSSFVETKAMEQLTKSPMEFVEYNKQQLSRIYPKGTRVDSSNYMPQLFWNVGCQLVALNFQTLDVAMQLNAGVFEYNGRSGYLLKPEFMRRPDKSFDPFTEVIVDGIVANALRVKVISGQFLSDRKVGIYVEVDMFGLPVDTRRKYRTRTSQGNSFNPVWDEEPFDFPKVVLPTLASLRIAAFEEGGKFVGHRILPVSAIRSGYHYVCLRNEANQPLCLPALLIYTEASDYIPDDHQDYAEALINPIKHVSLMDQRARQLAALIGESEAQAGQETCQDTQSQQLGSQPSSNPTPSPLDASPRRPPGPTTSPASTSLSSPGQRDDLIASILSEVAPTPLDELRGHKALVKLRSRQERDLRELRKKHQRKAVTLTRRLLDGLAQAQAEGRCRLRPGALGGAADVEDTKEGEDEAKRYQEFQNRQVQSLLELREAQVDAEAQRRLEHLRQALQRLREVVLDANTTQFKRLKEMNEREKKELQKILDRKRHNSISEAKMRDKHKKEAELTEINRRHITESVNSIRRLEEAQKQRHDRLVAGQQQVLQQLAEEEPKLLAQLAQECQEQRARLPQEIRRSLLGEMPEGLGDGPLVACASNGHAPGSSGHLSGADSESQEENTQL
DAX1 inh-2: inhibitors of DAX1 repression of SF-1 activated StAR promoter; inhibition, % at 6.8 µM; AID 652010; HEK293T StAR-luciferase reporter, SF-1/DAX-1 repression relief; 1.1% of 370,000 active;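 active = inhibition above the mean over all tested compounds plus 3 SD, cut at about 3.6% in these data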;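 also: 0% = DAX-1 cells with DMSO and 100% = cells lacking DAX-1 with DMSO; higher inhibition means more luminescence from relief of DAX-1 repression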
sPLA2-III inh: Blocks human group III sPLA2 activity | Q9NZ20 | QFRET BODIPY PC-A2 liposome hydrolysis, fluorescence | inhibition, % at 12.2 µM | 0.56% of 370,000 active | AID 743126;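 active = inhibition above mean plus 3 SD of compounds lying within the high and low control bounds, cut at about 19% in these data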;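 also: 0% = median of test compound wells and 100% = no enzyme DMSO wells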
hgDAF-12 ag: agonists of H. glycines DAF-12 nuclear receptor. HEK293 GAL4-hgDAF12 UAS-luciferase reporter, agonist luminescence; normalized to butyrate control. activation, % at 6.8 µM. 1.8% of 370,000 active. AID 687014;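 active = activation above a cutoff set at the mean of all screened compounds plus 3 SD, cut at about 10% in these data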;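 also: 0% = DMSO wells and 100% = sodium butyrate wells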
hcDAF-12 act: activates DAF-12 receptor from parasite H. contortus | HEK293 hcDAF-12 lit1-tk-luc reporter, luminescence; 0% DMSO, 100% Δ7-dafachronic acid | activation, % at 6.8 µM | 1.4% of 370,000 active;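 active = activation above the mean of all tested compounds plus 3 SD, cut at about 5.5% in these data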;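 also: 100% = response to 3 µM Δ7-dafachronic acid high control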
The depositor's hits bear a star; x = not tested or not shown.

SMILES	Rev-erbA mod	SMARCA2 activ	ssDAF12 agonist	FXN GAA850 act	PG9 Ab binder	DAX1 inh-1	PLCb3 inh	DAX1 inh-2	sPLA2-III inh	hgDAF-12 ag	hcDAF-12 act
O=C(/C=C/Nc1ccc(OC(F)(F)F)cc1)C(F)(F)F	-1	-1	-0.6	3.4	-1.0	0.1	2	-0.7	2	-2.5	-0.2
CCOc1ccc(C(C(=O)NC2CCCC2)N(C(=O)c2snc(C(N)=O)c2N)c2cccc(O)c2)cc1 (stereo not drawn)	-5	-2	-1.4	-6.6	0.1	-2.9	-39	-1.0	-11	-4.0	-3.2
CCCN(CC(=O)Nc1ccc(C(N)=O)cc1)CC(=O)Nc1ccccc1C	-3	-1	-1.4	-2.5	-1.3	1.9	-5	-3.1	-5	-1.0	-0.9
CCS(=O)(=O)N1CCC(C(=O)NCc2ccc(OC)cc2OC)CC1	-4	0	-1.3	1.0	0.2	-0.4	2	0.1	-3	-2.7	-1.1
CC(C)NC(=O)CN1CCN(C(=O)c2ccc3oc(CCCc4ccccc4)nc3c2)CC1	3	-1	-0.7	2.4	0.9	-0.4	-4	-0.3	-7	0.1	0.2
Clc1ccc(SCc2cn3ccsc3n2)cc1	2	1	-0.7	2.3	1.6	2.5	-3	1.0	6	11*	0.6
Cc1c(C(=O)N/N=C/c2cccnc2)sc(=S)n1C	13	-3	-1.9	-1.3	-0.5	0.9	-2	-0.3	17	0.8	-1.4
O=C(CSc1nnc2ccccn12)NC(=O)Cc1ccccc1	0	-3	-1.2	-0.5	0.5	0.6	-14	-0.8	3	-2.0	4.0
Cc1nccc(-c2ccc3c(c2)OCO3)n1	0	1	-1.5	-0.3	-0.6	0.7	-82	0.3	-1	0.5	0.1
COc1ccc(CCNC(=O)c2cc3c(C)nn(-c4ccccc4)c3s2)cc1OC	-4	-5	-1.2	x	x	x	-1	-2.4	-28	-3.5	-4.2
CC(C)n1c(SCC(N)=O)nc2c1c(=O)[nH]c(=O)n2C	3	1	-0.9	0.4	-1.5	0.9	2	-0.1	6	0.3	-1.1
CCOC(=O)c1c(NC(=O)CSc2nnc(CNc3ccc(C)cc3C)o2)sc(C)c1C	9	1	-1.1	-2.5	0.2	-0.6	-3	0.1	-5	0.9	-0.7
Cn1ccnc1SCc1cccc([N+](=O)[O-])c1	-1	-3	-0.9	1.1	1.1	0.0	-5	-0.4	3	-1.5	-1.4
Clc1ccc(Sc2cc(N3CCOCC3)nc(-c3ccccc3)n2)cc1	2	-2	-0.7	0.4	1.2	0.7	-3	-0.3	6	-0.3	-0.1
CCN(CC)C(=O)CP(=O)(c1ccccc1)c1ccccc1	-6	0	-0.8	0.8	0.2	0.7	0	-0.7	4	0.8	-1.1
CC(Cc1ccccc1)NC(=O)c1cc([N+](=O)[O-])ccc1Cl (stereo not drawn)	4	-6	-0.9	-0.2	-0.1	-0.8	2	-0.5	-1	3.1	0.2
Cn1c(C(C#N)C(=O)c2ccco2)nc2ccccc21 (stereo not drawn)	-4	3	0.6	5.6	-0.8	1.0	-2	1.8	0	3.6	7.2*
FC(F)(F)c1cc(-c2ccco2)nc(NCc2cccnc2)n1	-3	0	-1.4	-0.4	-0.4	-0.7	-43	-0.9	-4	-1.1	-1.4
O=C(NCc1cccc(F)c1)c1noc2c1CCCC2	-1	2	-0.8	1.4	-0.2	1.1	3	1.0	-1	4.8	-2.5
COc1ccc(S(N)(=O)=O)cc1-c1nnc2c3ccccc3c(C)nn12	0	-3	-1.8	3.6	-1.1	0.5	-1	0.0	4	0.1	-1.3

3 entries already listed, sorted by formula weight, falling:
SMILES	Rev-erbA mod	SMARCA2 activ	ssDAF12 agonist	FXN GAA850 act	PG9 Ab binder	DAX1 inh-1	PLCb3 inh	DAX1 inh-2	sPLA2-III inh	hgDAF-12 ag	hcDAF-12 act
CCOC(=O)c1c(NC(=O)CSc2nnc(CNc3ccc(C)cc3C)o2)sc(C)c1C	9	1	-1.1	-2.5	0.2	-0.6	-3	0.1	-5	0.9	-0.7
COc1ccc(S(N)(=O)=O)cc1-c1nnc2c3ccccc3c(C)nn12	0	-3	-1.8	3.6	-1.1	0.5	-1	0.0	4	0.1	-1.3
CC(C)n1c(SCC(N)=O)nc2c1c(=O)[nH]c(=O)n2C	3	1	-0.9	0.4	-1.5	0.9	2	-0.1	6	0.3	-1.1

Next entries.
SMILES	Rev-erbA mod	SMARCA2 activ	ssDAF12 agonist	FXN GAA850 act	PG9 Ab binder	DAX1 inh-1	PLCb3 inh	DAX1 inh-2	sPLA2-III inh	hgDAF-12 ag	hcDAF-12 act
CC(=O)N1CCN(C(=O)Cn2c(=O)oc3ccccc32)CC1	0	0	-1.3	-0.6	0.4	-0.1	3	1.1	4	0.3	-2.4
CC(=O)Nc1ccc(S(=O)(=O)N2CCC(C(=O)O)(c3ccccc3)CC2)cc1	-5	4	-0.8	1.6	-1.8	2.6	-1	-0.2	-1	2.0	1.2
CC(CCc1ccccc1)NC(=O)CSc1ccccn1 (stereo not drawn)	-7	3	-1.6	1.8	-0.4	0.0	-2	1.4	4	-0.1	-2.0
CN(Cc1ccccc1)C(=O)c1csc([C@@H]2O[C@H](CO)[C@@H](O)[C@H]2O)n1	1	-4	-0.9	-0.7	1.0	x	-4	-1.2	20*	-0.1	1.2
O=C(NCc1ccccc1C(F)(F)F)C1CCC(=O)N(C2CCCCCC2)C1 (stereo not drawn)	0	1	0.8	-0.4	0.6	-0.6	-6	-2.7	0	-4.8	-1.7
CN(C(=O)c1cc2sccc2n1C)C1CCCCC1	-5	8.9*	-0.8	4.8	1.2	1.0	2	1.3	1	12*	2.6
O=C(NCCc1ccccc1)C1CCCN1C(=O)Nc1ccccc1 (stereo not drawn)	-2	-2	-0.8	-1.2	1.3	-1.3	-5	0.2	1	0.3	-0.4
O=[N+]([O-])c1cc([N+](=O)[O-])c(Oc2cc(Cl)ccc2Cl)cc1NC1CCCCCCC1	12	1	-1.7	0.4	-1.0	1.2	1	-0.4	1	-0.9	0.1
Cc1cc(O)ccc1Nc1nc(-c2sc(N)nc2C)cs1	-4	-5	-1.7	-2.2	-1.0	0.2	-13	-0.2	0	2.6	-2.0
CCOC(=O)C1=CN(Cc2ccco2)S(=O)(=O)N(CC)C1c1ccc(F)c(Cl)c1 (stereo not drawn)	-3	-3	-1.4	-2.3	1.7	-0.1	-4	1.1	-23	-2.6	-0.1
COc1ccccc1NNC(=O)c1cc(C(C)(C)C)nn1Cc1ccccc1	-2	-3	-1.2	-0.1	0.8	0.3	-5	0.2	14	0.2	-0.5
COc1cc(NC(=O)COC(=O)c2ccc3ccccc3n2)cc(OC)c1	-7	-2	0.8	3.0	-1.2	-1.8	-9	2.6	-3	-0.5	4.5
O=C(CCc1nnc(CCC2CCCCC2)o1)NCc1ccon1	2	1	-1.0	0.3	-2.4	1.6	2	0.5	-3	0.6	-0.4
CCN(CC)CCCn1c2c(c(SCC(=O)N3CCCc4ccccc43)nc1=O)CCC2	-2	-2	-1.5	0.2	-2.3	0.1	-1	8.0*	-4	1.2	0.1
COC(=O)c1c(NC(=O)CN2CCCc3ccccc32)sc(C)c1C	5	0	-0.5	4.4	0.1	2.1	-3	0.0	3	2.3	1.1
CC1CCN(S(=O)(=O)c2cc([N+](=O)[O-])ccc2Cl)CC1	-1	-1	-1.6	3.2	-2.2	0.8	9	-0.7	8	0.4	-3.8
COc1cc(NC(=O)C(=O)N2CCN(C)CC2)c(OC)cc1Cl	-3	7	-1.7	1.0	-3.6	0.7	-4	-0.2	2	-0.4	-0.8
O=C(Cn1cnc(S(=O)(=O)N2CCOCC2)c1)Nc1ccc(OC(F)(F)F)cc1	4	-2	-0.6	-0.9	0.0	0.0	-4	-0.2	-3	0.1	2.1
COc1ccccc1CNC(=O)C(=O)NCC1OCCN1C(=O)c1ccc(Cl)cc1 (stereo not drawn)	2	-5	-1.4	0.9	-0.8	0.1	-7	0.1	-3	1.7	-1.4
c1ccc(CNc2nc(NCc3ccco3)nc(N3CCOCC3)n2)cc1	0	0	-1.6	3.3	-1.0	-0.4	-3	0.1	-14	-3.7	1.1
CC(Oc1ccc(Br)cc1)C(=O)Nc1nc(-c2ccccn2)cs1 (stereo not drawn)	-3	4	-1.0	0.4	-1.1	-1.0	-24	-3.4	0	-4.0	1.2
CCc1nc2c(OCc3ccc(C#N)cc3)cccn2c1N(C)C(=O)C(C)C	-5	-3	-1.6	1.3	-1.0	x	-4	-1.2	-5	-3.3	0.2
COC(=O)c1cc(CNC(=O)c2ccccc2Cl)ccc1OC	9	-3	-1.2	0.9	-1.4	1.5	4	-0.6	1	1.4	-1.3
Cc1ccn2c(-c3n[nH]c(=S)n3C)c(C)nc2c1	-4	4	-1.3	-2.8	-3.0	1.5	3	0.0	2	-2.1	1.4
CCc1c(O)cc(=O)n(-c2ccccc2)c1-c1ccccc1	-4	-1	0.4	-1.4	-1.4	2.0	-10	-0.1	4	1.9	1.9
Cc1nn(-c2ccccc2)c2sc(C(=O)n3cccn3)cc12	20	6	-0.7	-0.2	1.6	2.9	-25	-0.3	2	0.5	2.9
COc1ccc(-c2nnc(SCC(=O)N3CCOCC3)o2)cc1	-1	5	-0.6	7.7*	-0.8	3.7	2	1.2	3	8.9	4.7
COc1ccc(-c2c(-c3ccsc3)oc3ccc(N4CCOCC4)cc23)cc1	4	1	-1.3	-1.4	-2.2	1.0	-42	-0.3	3	-1.2	0.4
Cc1nnc(SCC(=O)Nc2nc3ccccc3s2)n(N)c1=O	-4	0	-0.9	0.9	0.6	0.0	1	0.4	8	1.4	-2.2
c1ccc(-c2ccnc3nc(-n4cccc4)nn23)cc1	-4	0	-0.9	3.0	-3.6	-0.9	-5	-0.7	-4	0.1	-1.4
CN(CC(=O)O)S(=O)(=O)c1cc(Cl)ccc1Cl	0	-2	-1.4	0.6	0.7	-0.6	-1	0.0	4	1.6	1.6
COc1ccc(NC(=O)C2CCN(Cc3cnn(-c4ccccc4)c3-n3cccc3)CC2)cc1OC	3	-2	-1.9	-1.5	1.0	-1.0	4	-0.7	0	-4.1	-1.0
CCSCCOC(=O)C1=C(C)NC(=O)NC1c1ccccc1 (stereo not drawn)	-5	-4	-1.5	1.1	0.7	-0.2	2	-1.9	7	-3.0	-2.5
O=C(NC(=S)Nc1cccc2ncccc12)c1ccco1	-1	0	-1.8	-1.4	-0.5	0.0	2	-0.5	1	-0.1	-1.7
COc1ccccc1C(=O)NC(CCSC)C(=O)N1CCN(C(C)=O)CC1 (stereo not drawn)	-2	1	-1.1	-0.8	-1.6	0.8	-4	1.1	3	0.0	-1.1
O=C1CCC(C(=O)Nc2ccc(Cl)cc2)N1 (stereo not drawn)	4	0	-1.1	1.3	-0.2	-0.1	-5	0.0	-2	4.9	0.6
CN1CCn2cnc(C(=O)N3CCN(c4ccccc4)CC3)c2C1=O	1	-2	-1.4	-1.4	-0.7	0.8	-2	0.9	-3	3.1	-0.6
CC(=O)Nc1nnc(SCC(=O)NC2CC2)s1	-2	-2	-1.0	1.4	-0.6	0.5	-2	0.1	0	2.2	1.0
O=C(/C=C/c1ccccc1)CC(=O)c1ccccc1	-1	2	-0.8	2.1	-1.6	1.4	-10	0.1	1	2.0	0.4
Cc1ccccc1-c1nc2c3ccccc3nc(=S)n2[nH]1	-6	0	-0.6	0.4	3.4	-0.3	0	0.1	1	-0.4	2.9
Cc1nn(-c2ccccc2)nc1CNS(C)(=O)=O	1	5	0.1	-0.6	-2.0	-0.7	0	0.1	1	1.6	2.0

Bioassay records: PubChem BioAssay, several laboratories
